FLuc modulator: counter-screen for miR-21 project: firefly luciferase inhibitors or activators | P08659 | purified FLuc, Km substrates, luminescence inhibition | Potency, µM (series often up to 57.5 µM), for inactives: at the top dose activity change, negative = inhibition, hits mostly inhibitors | hit rate 6.9% among 360,000 | AID 588342;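 further: plate controls were vehicle for no effect and reference inhibitor for full effect; nearly all actives have a fitted effect of over 55% in size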
Target sequence (P08659 whole entry, looked up): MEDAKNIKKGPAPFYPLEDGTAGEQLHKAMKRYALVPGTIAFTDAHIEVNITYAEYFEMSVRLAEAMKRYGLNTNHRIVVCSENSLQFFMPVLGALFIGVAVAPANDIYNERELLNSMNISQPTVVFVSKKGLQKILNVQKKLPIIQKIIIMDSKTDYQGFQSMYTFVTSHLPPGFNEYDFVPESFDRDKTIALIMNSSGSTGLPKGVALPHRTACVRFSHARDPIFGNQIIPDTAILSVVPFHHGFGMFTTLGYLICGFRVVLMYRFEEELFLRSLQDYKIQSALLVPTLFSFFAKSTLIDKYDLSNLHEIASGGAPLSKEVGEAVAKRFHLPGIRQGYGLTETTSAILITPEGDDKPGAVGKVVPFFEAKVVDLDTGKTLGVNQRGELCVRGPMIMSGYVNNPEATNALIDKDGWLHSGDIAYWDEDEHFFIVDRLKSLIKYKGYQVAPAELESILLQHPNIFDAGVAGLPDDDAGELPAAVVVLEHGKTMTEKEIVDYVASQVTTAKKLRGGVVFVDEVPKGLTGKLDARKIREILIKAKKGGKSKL
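Purified P. pyralis luciferase, 10 nM final, with Km-level 10 uM D-luciferin and 10 uM ATP in 50 mM Tris acetate pH 7.5, 10 mM Mg acetate, 0.01% Tween-20, 0.05% BSA; 6-point qHTS titration about 60 µM downward; luminescence read.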
NPC1 promoter act: activators of NPC1 promoter; Huh7 NPC1 promoter luciferase reporter, 24 h; Potency, µM (doses to about 9.22 µM), for inactives: at the highest dose activation, most hits filed as activators; hit rate 2.4% among 320,000; AID 485313;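 further: % of control where 0% means no effect; nearly all actives have a fitted effect of over 60% in size; reporter is driven by a mutant NPC1 promoter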
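Huh7 reporter cells (NPC1 promoter driving luciferase) are dosed with compound for 24 h at 37 °C, 5% CO2; luciferase detection reagent is then added and luminescence measured after 10 min at ambient temperature.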
Rab9 promoter act: Rab9 promoter activation; Huh7 Rab9 promoter-luciferase reporter, luminescence, 24 h; Potency, µM (doses to about 9.22 µM), inactives show at the top dose activation, negative = inhibition, actives largely listed as activators; hit rate 2.8% among 320,000; further: % of control where 0% means no effect; nearly all actives have a fitted effect of over 60% in size
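Huh7 cells stably carrying Rab9 promoter–luciferase reporter, plated 1500 cells/well, compound added after 2 h and incubated 24 h at 37 °C; luciferase luminescence then read after 10 min with detection reagent.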
RORg inh: inhibitors of mouse ROR gamma transcriptional activity | P51450 | Drosophila S2 Gal4-RORgamma UAS-luciferase reporter, 20 h | Potency, µM (doses to about 53.6 µM), inactives show at the highest dose activity change, negative = inhibition, hits mostly inhibitors | hit rate 5.4% among 310,000 | AID 2551; further: on the % scale 0 is the no-effect control and ±100 the full control effect; nearly all actives have a fitted effect of over 60% in size
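Drosophila Schneider cells stably carrying a metallothionein-driven Gal4 DBD–ROR gamma fusion and a UAS-Photinus luciferase reporter were exposed to compound for 1 hr, then induced with copper sulfate (700 uM final) for 20 hr at ambient temperature before luminescence reading.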
uPA surface inh: blocks generation of uPA at the cell surface; cell surface uPA generation assay, qHTS; Potency, µM (titrated, usually from 38.3 µM), for inactives: top-dose activity change, negative = inhibition, most hits filed as inhibitors; hit rate 0.31% among 330,000; active means well fitted inhibition curve with a large enough effect; inconclusive means small, poorly fitted or top-dose-only effect; inactive means no such curve, though single readings can be large or run the other way; tested in mouse RAW 264.7 cells; further: on the % scale 0 is the no-effect control and ±100 the full control effect; nearly all actives have a fitted effect of over 55% in size
p53 reactivation: mutant p53 re-activation in reporter cells; H1299 p53-A138V BP100-luciferase reporter, luminescence, 24 h; Potency, µM (titrated, usually from 92.2 µM), inactives show at the highest dose activity change, positive = activation, hits mostly activators; hit rate 0.063% among 320,000; further: % of control where 0% means no effect; nearly all actives have a fitted effect of over 45% in size
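p53-null H1299 cells stably carrying temperature-sensitive p53-A138V and a BP100-luciferase reporter were pinned with compounds (4-point, 1:5 series) and held 24 hrs at 37 deg C. Luminescence was read 10 min after detection reagent.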
MBNL1 CUG block: inhibitors of human MBNL1 binding to CUG repeat RNA | Potency, µM (titrated, usually from 57.5 µM), for the others: top-dose activity change, negative = inhibition, most hits filed as inhibitors | hit rate 0.036% among 280,000 | Q9NR56 | TR-FRET MBNL1-His/biotin-(CUG)12 binding, 665/545 ratio | AID 2675; active means well fitted inhibition curve with a large enough effect in the signal ratio, with a control signal flat, not every such curve was filed as active; inconclusive means small, poorly fitted or top-dose-only effect, or effect the other way, or a change in a side signal; inactive means no such curve, though single readings can be large or run the other way; the % refers to the signal ratio; further: on the % scale 0 is the no-effect control and ±100 the full control effect
Target sequence (Q9NR56 whole entry, looked up): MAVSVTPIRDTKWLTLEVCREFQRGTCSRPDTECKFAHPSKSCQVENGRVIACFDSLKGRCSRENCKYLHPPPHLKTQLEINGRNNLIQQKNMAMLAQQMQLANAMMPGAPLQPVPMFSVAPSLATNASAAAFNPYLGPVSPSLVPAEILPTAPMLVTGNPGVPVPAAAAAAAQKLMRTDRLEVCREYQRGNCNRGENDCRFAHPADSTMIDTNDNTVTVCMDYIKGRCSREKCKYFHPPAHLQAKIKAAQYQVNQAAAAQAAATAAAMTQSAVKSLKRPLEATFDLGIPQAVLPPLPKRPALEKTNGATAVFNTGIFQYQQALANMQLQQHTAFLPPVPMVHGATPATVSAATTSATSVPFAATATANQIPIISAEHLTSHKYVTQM
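His-tagged MBNL1 binding to biotinylated (CUG)12 RNA was measured by TR-FRET using terbium anti-His antibody (0.055 ng/ul final) and streptavidin-XL665 (5 nM final). Compounds were titrated 92 nM to 58 uM; 60 min at room temperature.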
VP16 counter: Gal4-VP16 reporter inhibition counter-screen; hit rate 3.5% among 310,000; Potency, µM (titrated, usually from 53.6 µM), inactives show at the highest dose activity, negative = inhibition, hits mostly inhibitors; Drosophila S2 Gal4-VP16 UAS-luciferase, luminescence, 20 h;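 further: Gal4-VP16 expression switched on by copper sulfate through the metallothionein promoter; on the % scale 0 is the no-effect control and ±100 the full control effect; nearly all actives have a fitted effect of over 50% in size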
ELG1 genotox: induces genotoxicity in HEK293T cells with luciferase-tagged ELG1; hit rate 1.3% among 330,000; Potency, µM (highest dose often 46 µM), for the others: at the highest dose activity change, positive = activation, usual class: activators; AID 504466; HEK293T ELG1-luciferase reporter, luminescence, 16 h; further: % of control where 0% means no effect; nearly all actives have a fitted effect of over 60% in size
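Screening used a luciferase reporter fused to human ELG1 in HEK293T cells. Luminescence was read on a CCD plate imager after 16 hr exposure and 30 min ONE-Glo incubation.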
BRCA1 expr up: activators of BRCA1 expression | hit rate 1.1% among 380,000 | AID 624202 | Potency, µM (highest dose often 46.1 µM), without a hit: at the highest dose activation, most hits filed as activators | MCF7-BRCA1-FFLuc reporter, luminescence, 48 h; response scale: scaled: vehicle 0%, 10 µM genistein 100%; further: nearly all actives have a fitted effect of over 80% in size; some results filed as inactive show a strong effect at the top dose
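MCF7-BRCA1-FFLuc cells, 2000/well in phenol-red-free MEM, attached 2 h then treated 48 h at 37 C. Luciferase luminescence read 15 min after reagent; normalized to genistein maximum activation (10microM) and DMSO, concentration-response fitted.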
* marks the source's active call; other numbers are inactive results; u = inconclusive; x = not tested or not shown; [ ] = dose if it differs, or a comment. Unless noted, the call rests on the fitted dose curve; in most records, active means well fitted curve in the direction sought with a large enough effect; inconclusive means small, poorly fitted or top-dose-only effect, or another doubt; inactive means no such curve, though single readings can be large; an effect the other way counts as inactive or inconclusive. Potency means the concentration at half of the fitted maximal effect.

SMILES | FLuc modulator | NPC1 promoter act | Rab9 promoter act | RORg inh | uPA surface inh | p53 reactivation | MBNL1 CUG block | VP16 counter | ELG1 genotox | BRCA1 expr up
Cc1ccc(NC(=O)COC(=O)CN2C(=O)c3ccccc3C2=O)cc1S(=O)(=O)N(C)C | -1% | 4% | 0% | 9% | 4% | 0% | 13% | -4% | 0% | 1%
CCOC(=O)N1CCN(CC(O)COc2cc(C)ccc2C(C)C)CC1 (stereo not given) | 2% | -2% | -2% | 36% | 6% | 1% | u | 6% | -3% | -12%
CCOC(=O)/C=C1\CN(Cc2ccc(OC)cc2)S(=O)(=O)c2ccccc21 | 2% | -1% | 5% | 12% | -5% | 2% | -5% | 3% | -4% | -3%
S=c1[nH]nc(COc2ccccc2)n1/N=C/c1ccc(Cl)c(Cl)c1 | 1% | -4% | -1% | u | -14% | -3% | -11% | -17% | 1% | 0%
COc1cc(NC(=S)NCCc2ccc(S(N)(=O)=O)cc2)c(OC)cc1Cl | 4% | -5% | 12% | 4% | 39%[activator] | -4% | -1% | -3% | -9% | -56%
COc1ccc2c(c1)c(=O)c(C(=O)c1ccc(F)cc1)cn2CC(=O)Nc1ccc(F)cc1 | u | -6% | -9% | -3% | -5% | -1% | 78%[activator] | -6% | -5% | -32%
O=C(NC(=Nc1ccccc1)N1CCOCC1)Nc1ccccc1 | 1% | -3% | 0% | 8% | 7% | 9% | 4% | 1% | -1% | 15%
CCCCN(C)CCNC(=O)c1cc2c(-c3cccc(OC)c3)nn(C)c2s1 | 4% | -4% | -7% | -14% | 0% | -3% | -10% | 10% | 7% | -16%
CCC(=O)Nc1cc(C(=O)OCC(=O)c2ccc(Cl)cc2Cl)ccc1C | 2.1µM* | -4% | -1% | 11% | x | 1% | 4% | 8% | -2% | 0%
O=C(N/N=C/c1cccnc1)c1ccc([N+](=O)[O-])cc1 | 15µM* | -4% | -2% | -5% | -2% | -1% | u | 2% | 0% | -26%
COc1ccc(C2NC(C(=O)O)Cc3c2[nH]c2ccccc32)cc1OC (stereo not given) | -2% | 0% | 6% | 0% | 5% | 2% | 1% | -4% | -1% | 1%
O=C(CSc1nc2ccccc2o1)N/N=C/c1ccccc1 | -2% | -2% | 1% | -29% | -11% | u | x | 14% | 16% | 1%
COc1ccc(CCN(C)C(=O)C2CC(=O)N(Cc3ccc(C)cc3)C2)cc1OC (stereo not given) | -2% | -2% | -2% | x | -7% | -6% | x | x | -1% | -4%
O=C(O)c1ccc2c(c1)C(=O)N(c1nccs1)C2=O | 2% | 3% | -1% | -5% | 2% | -1% | -2% | -1% | 0% | 9%
COc1ccc(C2OC[C@H]3O[C@H](O)[C@H](NC(C)=O)[C@@H](O)[C@@H]3O2)cc1 (stereo not given in full) | 1% | -2% | 18% | 12% | 0% | 1% | 1% | 1% | 1% | 7%
O=[N+]([O-])c1ccc(COc2ccc(-c3[nH]ncc3-c3ccc(Cl)cc3)c(O)c2)cc1 | -4% | 2% | -5% | 43% | 6% | -28% | -18% | -10% | -1% | -70%
Cc1cc(C(=O)OCC(=O)NCc2ccco2)c(C)o1 | -6% | -2% | 1% | 22% | -1% | 1% | -4% | -9% | 4% | 9%
CC1CC2(C)Oc3ccccc3CC2C(C)C1CNCCCN(C)C (stereo not given) | 2% | -22% | -21% | u | -15% | -10% | -1% | u | -19% | -93%
CC(=O)Nc1cccc(C(=O)NC2CCCc3c2cnn3-c2cc(C)cc(C)c2)c1 (stereo not given) | -11% | -3% | 8% | u | -3% | -7% | 2% | 8% | 2% | 7%
CCOC(=O)C(=O)Nc1nc(-c2ccccc2)c(CC)s1 | 4% | -1% | 0% | -31% | 5% | -1% | -3% | -3% | 3% | -9%
CCOC(=O)C1CCN(C(=O)COC(=O)c2ccc3[nH]c4c(c3c2)CCCC4)CC1 | u | -1% | -5% | x | -1% | 2% | x | x | u | 0%
Cc1ccsc1/C=N/NC(=O)c1nnn(-c2nonc2N)c1C | u | 1% | 25% | u | 1% | 7% | 12% | u | 9% | 69%
Cc1cccc2c(N=Nc3ccc(S(=O)(=O)Nc4cccc(Cl)c4)cc3[N+](=O)[O-])c(O)[nH]c12 | -5% | 2% | -4% | 13% | 2% | 22% | 1% | 3% | 5% | 52%
Cc1ccc(CN2CCC(n3nccc3NC(=O)CCOc3ccccc3)CC2)o1 | 0% | -6% | -5% | u | 2% | 4% | -1% | -17% | 0% | -3%
Cc1cc(Cl)ccc1OCCCC(=O)NCc1ccncc1 | -4% | -4% | -1% | -11% | -18% | -5% | -17% | u | 0% | -1%
CC(C)(O)C#Cc1ccc(C(=O)N2CCCC(CNS(=O)(=O)c3cccs3)C2)o1 (stereo not given) | -3% | -5% | -5% | 12% | 3% | 10% | 0% | -3% | -3% | -26%
Oc1c(C(c2cccs2)N2CCN(c3ccc(F)cc3)CC2)sc2ncnn12 (stereo not given) | 1% | -2% | 2% | 7% | 15% | -2% | 28% | 11% | -4% | 0%
C=CCn1c(SCCOc2ccc(OC)cc2)nnc1C(NC(=O)c1ccc(OC)cc1)C(C)C (stereo not given) | 4% | 7% | -1% | -29% | x | -8% | -1% | -1% | -10% | -45%
COc1ccccc1Oc1ncnc2sccc12 | 7% | -2% | -2% | 17% | -1% | -1% | x | 10% | 10% | 1%
O=C(NCCN1C(=O)S/C(=C\c2cccnc2)C1=O)C1CC(=O)N(Cc2ccco2)C1 (stereo not given) | -5% | -8% | -2% | -34% | -3% | 2% | u | -14% | 1% | -30%
O=C(Nc1ccc(F)cc1)c1cc(-c2ccncc2)nc2c(Cl)cccc12 | 1% | -1% | 0% | 3% | 11% | 8% | 14% | -4% | -20% | -59%
C=CCn1cc(CN2CCC(C(=O)Nc3cccc(-c4cccc(F)c4)c3)CC2)c(C)n1 | 3% | 3% | 4% | -1% | -7% | 5% | 1% | -15% | -10% | -62%
COc1cc(C(=O)OCc2cccc(S(=O)(=O)N3CCOCC3)c2)ccc1OCC(C)C | 1% | 2% | 0% | x | 23% | -5% | x | x | -1% | 2%
Cc1ccc(O)c(C(=O)c2cnc3c(c2)c(-c2ccc(F)cc2)c(C#N)c(=O)n3C)c1 | 0% | 2% | -1% | 32% | 3% | -1% | u | -20% | -6% | -45%
Cn1c(N)c(C(=O)COC(=O)COc2cccc(Br)c2)c(=O)n(C)c1=O | x | x | x | x | 8% | 1% | x | x | 2% | -7%
CC(/C=N/NC(=O)Cn1cnc2c1c(=O)n(C)c(=O)n2C)=C\c1ccco1 | 0% | 0% | -4% | -1% | -3% | -3% | x | -1% | 0% | 1%
C=CCOc1ccccc1CNCc1ccc(F)cc1 | 1% | -1% | 3% | -14% | -3% | 2% | -1% | 1% | -4% | 0%
COc1ccc(NC(=S)N(CCCN2CCCC(C)C2)Cc2cccs2)cc1 (stereo not given) | 0% | -3% | -4% | 11µM* | 1% | 13% | -9% | -7% | -1% | -5%
COC(=O)CSc1nc(N)c(C#N)c(C(C)C)c1C#N | 4% | 2% | 3% | -8% | -1% | 0% | -15% | -1% | -3% | -23%

Some of these compounds in order of formula weight, lowest first.
SMILES | FLuc modulator | NPC1 promoter act | Rab9 promoter act | RORg inh | uPA surface inh | p53 reactivation | MBNL1 CUG block | VP16 counter | ELG1 genotox | BRCA1 expr up
COc1ccccc1Oc1ncnc2sccc12 | 7% | -2% | -2% | 17% | -1% | -1% | x | 10% | 10% | 1%
Cc1cc(Cl)ccc1OCCCC(=O)NCc1ccncc1 | -4% | -4% | -1% | -11% | -18% | -5% | -17% | u | 0% | -1%
CC(/C=N/NC(=O)Cn1cnc2c1c(=O)n(C)c(=O)n2C)=C\c1ccco1 | 0% | 0% | -4% | -1% | -3% | -3% | x | -1% | 0% | 1%
Cc1ccc(O)c(C(=O)c2cnc3c(c2)c(-c2ccc(F)cc2)c(C#N)c(=O)n3C)c1 | 0% | 2% | -1% | 32% | 3% | -1% | u | -20% | -6% | -45%
Cn1c(N)c(C(=O)COC(=O)COc2cccc(Br)c2)c(=O)n(C)c1=O | x | x | x | x | 8% | 1% | x | x | 2% | -7%
CC(C)(O)C#Cc1ccc(C(=O)N2CCCC(CNS(=O)(=O)c3cccs3)C2)o1 (stereo not given) | -3% | -5% | -5% | 12% | 3% | 10% | 0% | -3% | -3% | -26%
O=C(NCCN1C(=O)S/C(=C\c2cccnc2)C1=O)C1CC(=O)N(Cc2ccco2)C1 (stereo not given) | -5% | -8% | -2% | -34% | -3% | 2% | u | -14% | 1% | -30%
Cc1cccc2c(N=Nc3ccc(S(=O)(=O)Nc4cccc(Cl)c4)cc3[N+](=O)[O-])c(O)[nH]c12 | -5% | 2% | -4% | 13% | 2% | 22% | 1% | 3% | 5% | 52%

Source: PubChem
